EWS-Fli inh = blocks EWS/Fli oncoprotein-driven transcription; A673 NR0B1-luciferase reporter, viability-normalised; inhibition, % at 12.6 µM; 350,000 tested, 0.67% active; AID 651661;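 active = mean inhibition of at least 50% after viability correction, with every replicate also passing that limit; inconclusive = mean reaches 50% but only one of two replicates passes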;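 also: firefly luciferase signal divided by Alamar Blue viability fluorescence both relative to DMSO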
Cneo AK release = Cryptococcus neoformans lysis via adenylate kinase release | C. neoformans lysis, adenylate kinase release luminescence, 4 h; normalised: neutral wells 0, clomiphene wells 100 | lysis activity, % at 15 µM | 360,000 tested, 0.2% active | AID 651654;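 active = mean lysis activity across replicates of at least 80%, whatever share of replicates individually reach that level; inactive = mean lysis activity below 80%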
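Assay system: Cryptococcus neoformans yeast cells / Dosing: single-point compound dose / Timing: 4 h at 37 °C static, read 1 h later / Measured by: luminescence of released adenylate kinase using an AK detection reagent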
LGR2 antag = inhibitors of bursicon-induced Drosophila LGR2 receptor cAMP signaling; inhibition, % at 9.99 µM; 380,000 tested, 0.35% active; HEK293 LGR2, CRE-luciferase, bursicon-stimulated, 4 h;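 active = drop in luminescence signal, shown as inhibition above about 50% in the replicate tests, limit read from the data, passing the limit was not always enough; inconclusive = probably only some replicates passing the limit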;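 also: agonist challenge used bursicon conditioned medium at about half maximal strength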
FN deposit inh = fibronectin deposition inhibition. AH1F fibroblasts, Alexa488-fibronectin deposition fluorescence, overnight. inhibition, % at 12.6 µM. 350,000 tested, 0.086% active. AID 743247;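 active = mean inhibition across replicates of 30% or more, regardless of how many single replicates reach that level; inconclusive = mean under 30% yet at least half of replicates reach 30%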;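 also: positive control wells lacked labelled fibronectin entirely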
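Schedule: 1 h cell adhesion before compound, then overnight fibronectin incubation; test system: AH1F fibroblast monolayer depositing Alexa488-labelled fibronectin into matrix; quantity: 10000 AH1F cells per well; probe or stimulus: fluorescent fibronectin at 24 nM final; signal: fluorescence, ex 485 nm, em 525 nm; evaluation: percent inhibition as loss of matrix-bound fibronectin fluorescence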
PAX8 reporter = lowers PAX8-driven luciferase in RMG-I cells; 360,000 tested, 1.2% active; inhibition, % at 12.6 µM; RMG-I TPO-luciferase reporter, SteadyGlo, 24 h;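 active = mean replicate inhibition at least 60% with every replicate also reaching 60%; inconclusive = only one of the two criteria is met; inactive = mean below 60% and not all replicates reaching 60%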;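 also: luciferase light reporting Pax8 driven TPO promoter activity; plate controls were median of neutral control wells for no effect and mitoxantrone controls for full effect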
miR122 inh = miR-122 inhibition in Huh7 cells; AID 602342; Huh7 miR-122 Renilla luciferase sensor, 48 h; neutral wells = 0, positive control = 100; activation (reporter increase), % at 12.5 µM; 340,000 tested, 0.3% active;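 active = mean replicate activation score at least 90 and every replicate individually at or above 90; inconclusive = only one of the two criteria met; inactive = neither criterion met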;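 also: higher luciferase means less miR-122 activity so hits act as miR-122 inhibitors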
CASP6 VEID inh = caspase-6 (human) enzyme inhibition. P55212. purified caspase-6, Z-VEID-R110 cleavage fluorescence. inhibition, % at 12.5 µM. 350,000 tested, 0.53% active. AID 686996;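 active = mean inhibition across replicates at least about 35%, with every replicate also reaching that limit, limit read from the data; inconclusive = only one of the two criteria met; inactive = neither criterion met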;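 also: 0% = median of neutral control wells and 100% = no fluorescence left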
Target sequence (P55212 24-179 limits assumed): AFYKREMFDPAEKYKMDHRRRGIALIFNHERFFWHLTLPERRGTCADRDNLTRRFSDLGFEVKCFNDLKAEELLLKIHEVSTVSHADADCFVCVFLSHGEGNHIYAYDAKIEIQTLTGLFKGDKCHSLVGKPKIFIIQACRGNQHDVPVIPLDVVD
Target sequence (P55212 194-293 limits assumed): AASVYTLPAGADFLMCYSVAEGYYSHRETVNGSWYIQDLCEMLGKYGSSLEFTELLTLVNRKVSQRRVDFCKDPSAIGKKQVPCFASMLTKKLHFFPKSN
PGC1a acetyl inh = PGC1a acetylation modulation, inhibitor mode; U2OS PGC1a acetylation, AlphaScreen anti-acetyl-lysine; with virally co-expressed GCN5 acetyltransferase; inhibition, % at 15.6 µM; 350,000 tested, 0.17% active; AID 651687;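 active = every replicate shows inhibition of at least 40%; inconclusive = mean inhibition at least 40% but some replicate below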;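 also: 0% = neutral control wells and 100% = positive control wells; some results beyond the cut were filed as inactive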
* = called active by the depositor; ? = inconclusive; . = not tested or not shown; [ ] = dose if it differs, or a comment.

SMILES	EWS-Fli inh	Cneo AK release	LGR2 antag	FN deposit inh	PAX8 reporter	miR122 inh	CASP6 VEID inh	PGC1a acetyl inh
COc1cc(C(O)CN)ccc1O (configuration not stated)	-8	3	-4	-1	5	-2	3	9
COC(=O)C1=C(c2ccc(OC(F)(F)F)cc2)C[C@@H]2CC[C@H]1N2C(=O)NCc1ccco1	-4	.	10	2	-17	.	3	.
O=c1c([N+](=O)[O-])cn(O)cc1[N+](=O)[O-]	-20	.	-2	4	-8	-6	19	0
O=C(Cc1cccc(C(F)(F)F)c1)N1CCN(CC(=O)N2CCCC2)CC1	4	0	.	12	-1	-3	-2	6
COc1c(C)cc(C(=O)C2CCCN(Cc3ccccn3)C2)cc1C (configuration not stated)	1	-4	7	-18	2	8	-2	-14
CC/C(=N\Nc1ccccc1)c1c(O)n(C)c(=O)n(C)c1=O	0	.	8	7	-14	.	-7	.
O=C1N(c2nncs2)CCN1[N+](=O)[O-]	7	1	-8	2	-40	.	4	.
C[C@]12CCC(=O)C[C@@H]1CC[C@@H]1[C@@H]2CC[C@]2(C)[C@@H](O)CC[C@@H]12	-1	2	16	.	.	-10	6	13
O=C(Cc1ccccc1)N1CCCCN2[C@H](C1)[C@H](c1ccc(C#Cc3ccccc3)cc1)[C@@H]2CO	.	-1	9	.	26	-5[16.7 µM]	3	6
Cc1ccsc1CNCCc1ccc(F)cc1	-4	-1	-2	1	3	.	-2	.
C/C(=N\NC(=O)c1ccccc1O)c1c(O)n(Cc2ccccc2)c(=O)[nH]c1=O	-8	-2	-11	6	31	0	12	10
CC(=O)OC1N=C(c2ccc(Cl)cc2)c2cc(Br)ccc2NC1=O (configuration not stated)	.	4	.	11	16	-2	.	-1
C=CCN(CC=C)C(=O)CCN1CC1C (configuration not stated)	1	0	.	-11	1	.	-1	4
CNS(=O)(=O)c1ccc(-c2ccc(C=C3C(=O)NC(=O)NC3=O)o2)cc1	-13	-1	-4	3	-13	.	6	.
COc1ccc(-n2c(CN3CCOCC3)nc3ccccc3c2=O)c(OC)c1	2	0	-2	6	6	-2	0	-7
CN(C)c1ccc(NC(=O)CN2C(=O)CN=C(c3ccccc3)c3cc(Cl)ccc32)cc1	2	2	15	-8	44	0	-10	-6
OCC(Br)CBr (configuration not stated)	-5	2	-10	.	.	-5	4	2
COC(=O)C1=C(N)Oc2cc(C)oc(=O)c2C12C(=O)Nc1ccccc12 (configuration not stated)	12	.	14	10	17	1	1	6
FC(F)(F)c1ccc(CNCCc2c[nH]c3ccccc23)cc1	7	1	9	0	18	10	1	4
COC(=O)[C@@H]1C[C@]2(C(=O)O)c3ccccc3N(OOSc3ccccc3)[C@@H]2N1C(=O)OC	8	-1	0	3	9	3	0	2
C=C(C)[C@@H]1C2C(=O)O[C@H]1[C@H]1OC(=O)[C@@]34OC3C[C@]2(O)[C@@]14C (some centres not stated)	1	0	7	-7	9	5	0	12
COc1cc(O)c2c(c1)/C=C/C[C@H](O)[C@H](O)C(=O)CCC[C@H](C)OC2=O	12	-1	-2	3	-25	-6	7	-24
CCC(C)c1cnc(CC(C)C)c(=O)n1O (configuration not stated)	-1	-1	10	.	.	1	-5	6
CCCC[N+]12CCC(CC1)C(C(O)(c1ccccc1)c1ccccc1)C2 (configuration not stated)	-8	.	-12	7	0	.	-2	.
Cn1cc(C(O)CN2CCCCC2)c2ccccc21 (configuration not stated)	-2	1	4	5	11	-7	23	.
CC1=CP(=O)(Oc2ccc([N+](=O)[O-])cc2)CC1 (configuration not stated)	5	.	1	6	6	.	-1	.
O=c1c2ccccc2nc(/C=C/c2ccc3c(c2)OCO3)n1-c1ccccc1	-13	-1	0	-2	18	6	2	.
CC(C)n1c(=O)c(C=Nc2ccc(S(N)(=O)=O)cc2)c(O)n(Cc2ccco2)c1=O	-4	.	.	-3	-5	.	12	.
Cc1ncoc1C(=O)NCC1=C(c2ccc(S(C)(=O)=O)cc2)C[C@@H]2CC[C@H]1N2Cc1ccco1	2	-3	-3	-4	-12	-9	5	5
C/C=C/c1ccc([C@H]2[C@@H](CO)N3CCCCN(C(=O)Cc4ccncc4)C[C@H]23)cc1	4	-3	8	.	22	-1[16.7 µM]	1	-3
O=C1NC(=O)N(c2ccccc2F)C(=O)/C1=C/c1ccc(Sc2nc3ccccc3[nH]2)o1	3	-3	-6	-6	9	1	60*	.
CCC(=Nc1ccccc1NC(C)=O)c1c(O)n(C)c(=O)n(C)c1=O	5	0	-3	.	.	4	1	8
O=C1NC(=S)NC(=O)C12C(c1ccc(F)cc1)NC(=S)NC2c1ccc(F)cc1 (configuration not stated)	.	.	.	-4	4	-1	.	-4
COc1ccc(C2SCC(=O)Nc3c2c(=O)[nH]n3C2CCCCCC2)cc1 (configuration not stated)	.	0	.	-1	0	-37	.	-4
CCC(C)N1C(=O)NC(=O)C2(Cc3c(ccc4ccccc34)N(C)C2)C1=O (configuration not stated)	.	-3	.	.	-4	8	.	-9
CC(C)=CCC12CN3CCN(CC(C3)C1=O)C2	.	-4	.	5	8	6	.	10

Some of the entries above in another layout:
Value order – EWS-Fli inh, Cneo AK release, LGR2 antag, FN deposit inh, PAX8 reporter, miR122 inh, CASP6 VEID inh, PGC1a acetyl inh
- Cc1ncoc1C(=O)NCC1=C(c2ccc(S(C)(=O)=O)cc2)C[C@@H]2CC[C@H]1N2Cc1ccco1
 : 2, -3, -3, -4, -12, -9, 5, 5
- C/C=C/c1ccc([C@H]2[C@@H](CO)N3CCCCN(C(=O)Cc4ccncc4)C[C@H]23)cc1
 : 4, -3, 8, ., 22, -1[16.7 µM], 1, -3

(continued)
SMILES	EWS-Fli inh	Cneo AK release	LGR2 antag	FN deposit inh	PAX8 reporter	miR122 inh	CASP6 VEID inh	PGC1a acetyl inh
CCOC(=O)c1c(-n2c(C)cc(/C=C3\C(=O)NC(=O)N(C)C3=O)c2C)sc2c1CCCC2	.	-5	.	-1	.	-8	.	4
C=C1C(=O)[C@@]23C[C@H]4[C@@H]5[C@@]6(C)CCC[C@@]57[C@@H]2[C@@H](O)[C@@H]1C[C@H]3[C@H]7N4C6	42	-1	59*	.	.	1	-1	-1
CCOC(=O)c1c(C)n(Cc2ccco2)c2ccc(O)cc12	.	0	.	7	-6	-4	.	-17
Cc1ccc(-c2cc(-c3ccc(C)cc3)[n+](C)o2)cc1	.	3	7	-6	?	-3	.	-9
CCn1ccnc1CN1CCCC(C(=O)c2cc(F)ccc2OC)C1 (configuration not stated)	3	-1	7	-4	5	14	-4	-10
COC(=O)[C@@H]1[C@@H](CO)[C@@H]2Cn3c(ccc(-c4cccc(C(=O)N(C)C)c4)c3=O)[C@H]1N2C(=O)NC(C)C	-3	-1	32	-1	-1	-7[16.7 µM]	0	.
c1coc(CN2Cc3ccccc3-n3nncc3C2)c1	-13	6	-8	.	-2	-1	-4	-3
O=[N+]([O-])c1ccc(NCc2ccc(Cl)cc2)c2ccncc12	17	11	0	0	35	.	0	.
COc1ccc(-c2cc(=NCCC(=O)O)c3cc(C)ccc3o2)cc1	-88	1	-20	-5	-167	-6	8	.
CCS(=O)(=O)Nc1cccc(C(=C2CCCCC2)c2cnc[nH]2)c1	10	4	.	-6	15	4	10	-16
COc1nc(C)nc(NC(=O)NS(=O)(=O)c2ccccc2Cl)n1	2	0	10	-4	-16	1	-2	9
COc1cccc(CN2CCCCC2c2cccnc2)c1 (configuration not stated)	12	0	-12	.	.	6	-9	4
O=P(/C=C1\OCc2ccccc21)(Oc1ccccc1)Oc1ccccc1	-6	.	4	6	-18	.	5	.
O=C1NC(=O)N(CCc2ccc(F)cc2)C(=O)/C1=C\C=C\c1ccccc1	37	1	1	.	-6	-13	0	1
COCCN1C(=O)/C(=C/c2c(OC)cc(OC)cc2OC)C(=O)N(c2ccccc2)C1=O	-1	-3	-2	-5	-11	.	-2	-10
CCC1(c2ccccc2)C(=O)NC(=S)NC1=O	2	.	0	-4	.	.	2	.
CCCC(=O)Nc1ccc(N2CCN(CC)CC2)c(Cl)c1	.	-4	.	9	-6	7	.	-5
BrCC(Br)(Br)Br	1	3	-8	.	.	-5	7	-7
O=[N+]([O-])c1ccc(NCc2ccccc2)c2nonc12	-1	.	-19	-35	10	.	15	.
O=c1[nH]c2ccccc2n1C1CCN(C(c2ccccc2)c2nnnn2-c2ccc3c(c2)OCCO3)CC1 (configuration not stated)	17	-3	19	12	81*	-4	0	17
O=C1NC(=O)N(Cc2ccco2)C(=O)/C1=C\c1cccn1CCOc1ccc(Cl)cc1	-4	.	-13	-12	-25	.	68*	.
O=C(O)[C@@H]1[C@@H](CO)[C@@H]2Cn3c(ccc(-c4ccccc4F)c3=O)[C@H]1N2C(=O)c1cccnc1	-4	0	6	.	-13	.	2	.
CC[N+](CC)(CC)CC	-4	1	-2	-2	-9	0	1	.
COC(=O)C1=C(c2ccc(OC)c(OC)c2)C[C@@H]2CC[C@H]1N2C(=O)N1CCCCC1	1	1	5	8	1	-3	-1	-10
CNC(=O)Oc1ccc(-c2cn3cc(C)ccc3n2)cc1	70*	.	.	8	40	.	-3	.
O=C(COc1ccc(Cl)cc1)N1CCN(Cc2ccc([N+](=O)[O-])cc2)CC1	4	-1	4	0	30	-15	1	0
O=C(CN1CCCCC1)c1ccc(OC(F)F)cc1	-1	2	-4	2	9	-6	-6	.
COC(=O)C1=C(c2ccc(F)cc2F)C[C@@H]2CC[C@H]1N2C(=O)NCc1ccc(C(F)(F)F)cc1	0	2	-2	3	2	-3	7	-8
C#CC1(O)CCC2C3CCC4=CC(=O)CCC4=C3C=CC21C (configuration not stated)	-7	10	-25	8	-1	.	4	23
Cn1nc(N)c2c1N=P(N1CCOCC1)(N1CCOCC1)N=C2c1ccccc1	.	1	8	.	.	-1	.	1
CN1CCN(C(=O)COc2ccc(Oc3ccccc3)cc2)CC1	-6	.	13	5	-10	.	-7	6
CC(NS(=O)(=O)OCC(Cl)(Cl)Cl)c1ccccc1 (configuration not stated)	8	1	-9	-8	14	5	0	10
CCCN1C2CCCC1CC(NC(C)=O)C2 (configuration not stated)	.	1	.	5	10	1	.	4
Cc1c(C)c2ccc(OCC(=O)N3CCN(Cc4ccccc4)CC3)cc2oc1=O	-25	-1	0	-5	-19	5	-2	4
CSc1ccc(C(=O)C2CCCN(Cc3cnc(SC)nc3)C2)cc1 (configuration not stated)	2	-3	-24	-10	1	1	2	0
Cc1ccc2c(c1)C1CN(C)CCC1N2S(=O)(=O)c1ccccc1 (configuration not stated)	6	1	-6	.	.	.	-1	-2
CC(CCc1ccccc1)NCCC#N (configuration not stated)	3	.	-12	-4	11	.	-4	.
Cc1ccccc1CN1Cc2cnnn2-c2ccccc2C1C#N (configuration not stated)	27	0	?	7	50	-6	6	5
O=c1[nH]c2ccccc2n1C1CCN(C(c2cccc3ccccc23)c2nnnn2Cc2ccccc2)CC1 (configuration not stated)	12	0	28	.	73*	5	0	-10

Complete entries, quoted from the list.
Results for O=c1[nH]c2ccccc2n1C1CCN(C(c2cccc3ccccc23)c2nnnn2Cc2ccccc2)CC1 (configuration not stated) = EWS-Fli inh = 12; Cneo AK release = 0; LGR2 antag = 28; FN deposit inh = .; PAX8 reporter = 73*; miR122 inh = 5; CASP6 VEID inh = 0; PGC1a acetyl inh = -10
Results for CN1CCN(C(=O)COc2ccc(Oc3ccccc3)cc2)CC1 = EWS-Fli inh = -6; Cneo AK release = .; LGR2 antag = 13; FN deposit inh = 5; PAX8 reporter = -10; miR122 inh = .; CASP6 VEID inh = -7; PGC1a acetyl inh = 6

An excerpt, so the mix of outcomes need not match the whole.
